# Growth percent in the NCI-60 one-dose screen (48 h, 10 µM unless noted): 100 = growth as untreated, 0 = no growth, -100 = all killed.
# RXF 393 – RXF 393 renal cancer cells | AID 1794773 | hit rate 6.9% among 77,000
# ACHN – ACHN renal cancer | hit rate 4.9% among 81,000 | AID 1794771
# SN12C – SN12C renal cancer cells | hit rate 3.8% among 81,000
# UO-31 – UO-31 renal cancer; hit rate 5.2% among 81,000
# SK-OV-3 – SK-OV-3 ovarian cancer cells. hit rate 3.2% among 80,000. AID 1794785
# 786-0 – 786-0 renal cancer cells; hit rate 5.1% among 81,000
# IGROV1 – IGROV1 ovarian cancer. hit rate 4.7% among 79,000
# TK-10 – TK-10 renal cancer cells; hit rate 3.9% among 81,000
# Numbers without * were called inactive; . = no result given; & = joins results of further samples; [ ] = remark or other dose. How the source made its calls: active means growth percent below 10; inactive means the rest.
SMILES,RXF 393,ACHN,SN12C,UO-31,SK-OV-3,786-0,IGROV1,TK-10
CC(=O)On1c(-c2ccccc2-c2nc3ccccc3n2OC(C)=O)nc2ccccc21,102,114,90,78,93,107,82,112
CCOC(=O)/C=C\c1ccc(OC)cc1,117,101,105,91,105,111,112,103
CN1CCN(Cn2nc(-c3cc(F)c(Cl)cc3Cl)n(/N=C/c3ccc(Cl)cc3)c2=S)CC1,134,222,149,74,111,96,110,121
C/C=C/C(=O)OCCOc1ccc(Cl)cc1Cl,109,108,86,60,102,107,71,109
COC(=O)CCc1ccc(N(CCO)S(=O)(=O)c2ccc(C)cc2)cc1,110,108,101,99,108,102,111,.
O=C(c1ccc(O)cc1)c1ccccc1O,111,101,104,.,106,.,148,109
Cc1ccc(C(CC(=O)c2ccccc2)c2ccccc2)cc1 (centres undefined),117,88,92,71,96,90,93,96
CN(C)c1ccc(/C=C/C#N)cc1,90,105,99,86,108,102,102,101
COc1cccc(-n2nnc(-c3nc(-c4cccs4)no3)c2N)c1,97,114,101,102,119,87,119,106
O=C(O)C1OCC2(CO1)COC(C(=O)O)OC2 (centres undefined),113,104,107,96,110,111,110,106
CC[N+](C)(CC)CC[N+]1(C)CCCCCCC1,123,112,101,91,107,97,106,94
COc1cc2cc3c(=O)n4c(cc5ccncc54)c(=O)n3c2cn1,106,113,99,85,107,96,90,97

# In another format: two of the compounds above
CC(=O)On1c(-c2ccccc2-c2nc3ccccc3n2OC(C)=O)nc2ccccc21
  RXF 393: 102
  ACHN: 114
  SN12C: 90
  UO-31: 78
  SK-OV-3: 93
  786-0: 107
  IGROV1: 82
  TK-10: 112
CCOC(=O)/C=C\c1ccc(OC)cc1
  RXF 393: 117
  ACHN: 101
  SN12C: 105
  UO-31: 91
  SK-OV-3: 105
  786-0: 111
  IGROV1: 112
  TK-10: 103

# (next part)
SMILES,RXF 393,ACHN,SN12C,UO-31,SK-OV-3,786-0,IGROV1,TK-10
Cc1cc(C(=O)Nc2ccccc2C(F)(F)F)c(C)o1,102,105,101,93,109,101,105,84
COC(=O)c1cc(C(C)=O)ccc1O,117,113,107,87,97,97,106,117
CC(=O)Nc1ccc(-n2cnc3cc(-c4ccc(O)cc4)ccc32)cc1F,-0.4*,20,22,21,13,32,36,49
O=C(N/N=C/c1ccccc1)N/N=C/c1ccccc1,99&107,111&109,114&103,102&92,111&106,116&118,106&100,110&119
Nc1nc2ccccc2c2c1S(=O)(=O)c1ccc(Cl)cc1C2=O,10,18,11,-15*,59,16,28,17
Cc1ccc(/C=C2\SC(=S)N(CCC(=O)Nc3ncc(Cc4ccccc4)s3)C2=O)cc1,99,96,95,80,100,98,95,103
CC(C)(C)c1cc([N+](=O)[O-])c(O)c([N+](=O)[O-])c1,105,106,106,90,66,97,106,88
O=[N+]([O-])c1cccc2cn[nH]c12,134,101,99,86,95,105,90,108
CS(=O)(=O)OCC(COS(C)(=O)=O)C(c1ccccc1)c1ccccc1,97,107,89,91,101,99,102,110
COc1cccc(C(O)C2=CC(=O)c3ccccc3C2=O)c1O (centres undefined),121,92,89,73,94,111,85,92
CN1CCN(Cc2ccc(NC(=O)c3[nH]ncc3Nc3ncnc4sccc34)cc2)CC1,-51*,1.1*,4.5*,15,31,.,24,16
CCn1nc(-c2ccc(C(=O)OC)cc2)nc2c(=O)n(C)c(=O)nc1-2,14,-53*,77,50,9.2*,-19*,87,86
COc1ccc(-c2cc(-c3cccn3C)c(C#N)c3nnc(C)n23)cc1OC,101,106,96,79,95,96,92,131
Cn1c(=O)c2c(ncn2CCC(=O)Nc2ccc(F)cc2)n(C)c1=O,115,110,105,90,85,95,112,95
CC1CCCC1OC(=O)c1ccc([N+](=O)[O-])cc1 (centres undefined),93,109,102,89,102,98,105,86
N#CC(C#N)c1ccnc2ccccc12,99,87,97,91,102,96,105,92
CCCCOC(=O)c1[nH]cnc1/N=N\N(C)C,107,99,101,86,102,105,105,105
O=C(O)C1=Nc2ccccc2/C1=C\c1sc(Nc2ccc(O)cc2)nc1O,97,96,95,74,.,103,105,112
O=C1C=C(O)C(c2ccccc2)=CC1=O,116,105,101,75,99,117,115,120
Fc1cccc(-c2cnn3cc(-c4ccccc4)cnc23)c1,92,74,94,81,80,80,82,87
O=C(Nc1cccc(C(=O)O)c1)Nc1nc2ccccc2s1,102,94,95,72,87,102,77,189
COc1ccc2c(N)ncc(C#Cc3cc(C(=O)Nc4ccc(CN5CCN(C)CC5)c(C(F)(F)F)c4)cnc3C)c2c1,-73*,-79*,-45*,-45*,24,-56*,-72*,-60*
OCCc1nc2ccccc2[nH]1,104,114,98,85,106,.,103,99
COc1ccc(/C=N/NC(=O)c2ccncc2)c(OC)c1OC,104,109,106,91,120,103,111,96
NC(N)=NNS(=O)(=O)c1ccc(Nc2ncnc3ccc(NC(=O)c4ccccc4)cc23)cc1,105,104,110,97,111,98,97,94
CCN(CC)Cc1c2c(O)c3c(O)c(C)c4c(c3c1O)C(=O)C(C)(O/C=C/C(OC)C(C)C(OC(C)=O)C(C)C(O)C(C)C(O)C(C)/C=C/C=C(\C)C(=O)N2)O4 (centres undefined),174,108,121,82,102,118,78,120
C(=N\Nc1nnc2n1N=C(c1ccccc1)CS2)/c1ccsc1,90,106,97,77,95,105,87,113
O=C(/C=C/c1cn(-c2ccccc2)nc1-c1cccc(Nc2ccnc3cc(Cl)ccc23)c1)c1ccc2c(c1)OCO2,95,105,117,85,113,100,97,123
OC1CCc2ccccc2C1 (centres undefined),138,96,101,.,109,108,.,71
CCOC(=O)c1c2c(c(C)n1Cc1ccccc1)-c1[nH]c(=O)ncc1CC2,128,106,105,90,107,97,.,105
CS(=O)(=O)c1ccc2c(c1)c1c(n2S(=O)(=O)c2ccc(Cl)cc2)CCCC1,-0.7*,47,33,38,30,40,48,66
C/C(=N\O)c1ccc(NC(=O)CSc2nnc([C@H](C)c3ccc(CC(C)C)cc3)o2)cc1,107,92,96,86,106,97,97,94
O=C(/C=C/c1cccc(OC(F)(F)F)c1)Nc1ccc(C=C2c3ccccc3C(=O)c3ccccc32)cc1,85,88,79,91,98,85,115,122
COc1ccc(/C=C2\Cc3c(F)ccc(Br)c3C2=O)c(OC)c1,114,97,102,80,105,100,94,145
CCN1CCOC1C(C)C (centres undefined),109,102,100,80,100,94,108,130
Fc1ccc2nc(-c3cnn4cccnc34)sc2c1,93,79,90,47,81,101,49,123
COc1cc(-c2csc(Nc3cc(N4CCN(CCO)CC4)nc(C)n3)n2)cc(OC)c1OC,68,77,77,67,75,63,90,87
COc1ccccc1N1CCN(CCCOc2ccc(OCCCN3CCN(c4ccccc4OC)CC3)c(C(=O)c3cc(OC)c(OC)c(OC)c3)c2)CC1,126,157,110,102,100,105,122,123
COC(=O)C(C)NS(=O)(=O)/N=C1\NC(=O)NC1=C(Cl)Cl (centres undefined),124,98,99,82,119,103,104,140
COC(=O)[C@]12C[C@@H]3CCN4C(=O)C(=O)N5[C@@H]([C@H](S1)c1ccccc1[C@@]5(C)O)[C@]342,104,109,101,86,94,101,99,100
CCOC(=O)c1c(C(=O)c2cn(C)c3ccc(Br)cc23)c(-c2cn(C)c3ccc(Br)cc23)n(NC(=O)OC(C)(C)C)c1C,24[100 µM],79[100 µM],92[100 µM],59[100 µM],55[100 µM],32[100 µM],71[100 µM],69[100 µM]
COc1cccc(COC(=O)Nc2ccccc2)c1OC,96,104,97,100,111,99,101,107
N#Cc1ccc(NC(=O)Nc2ccc(Cc3ccc(NC(=O)Nc4ccc(C#N)cc4)cc3)cc2)cc1,51,31,29,.,69,49,30,48
CNc1nc(SCc2ccc(Cl)cc2Cl)ncc1C,104,104,115,95,109,95,111,87
O=C1NC(=O)N2CCCC12 (centres undefined),116,103,97,89,99,108,98,114
C#CCC1(CCC2OCCO2)NS(=O)(=O)c2ccccc21 (centres undefined),121,102,107,88,84,90,108,85
Clc1ccc(CSc2ncnc3nc[nH]c23)cc1,119,81,73,73,101,87,88,83
CN(Cc1ccc(C(F)(F)F)nc1)c1cc(C(=O)Nc2ccccc2)ncn1,119,112,103,86,105,.,106,108

# Among those listed so far, 3 have a thiophene ring, fused or not:
SMILES,RXF 393,ACHN,SN12C,UO-31,SK-OV-3,786-0,IGROV1,TK-10
COc1cccc(-n2nnc(-c3nc(-c4cccs4)no3)c2N)c1,97,114,101,102,119,87,119,106
CN1CCN(Cc2ccc(NC(=O)c3[nH]ncc3Nc3ncnc4sccc34)cc2)CC1,-51*,1.1*,4.5*,15,31,.,24,16
C(=N\Nc1nnc2n1N=C(c1ccccc1)CS2)/c1ccsc1,90,106,97,77,95,105,87,113

# Next part:
SMILES,RXF 393,ACHN,SN12C,UO-31,SK-OV-3,786-0,IGROV1,TK-10
CC(=O)CC(=O)Nc1ccccc1NC(=O)CC(C)=O,99,105,110,97,68,104,118,106
O=C(O)CCC(=O)N1CCOCC1,120,99,93,92,97,101,105,90
CCOC(=O)/C(C#N)=C\Nc1ccc2ncnc(Nc3ccc(Cl)cc3Cl)c2c1,77,63,90,42,97,83,55,44
CC(C)(O)CCC1=C(O)c2ccccc2C(=O)C1=O,111,101,104,78,103,101,111,131
O=C(N/N=C/c1cccc(O)c1)c1ccc(C(F)(F)F)nc1Nc1cccc(C(F)(F)F)c1,.,-6.8*,7.1*,-9.7*,25,-14*,15,16
CCOC(=O)C1C(=O)N(c2ccccc2CC)C(=O)C(C#N)=C1c1ccc2c(c1)OCO2 (centres undefined),113,107,103,93,125,99,106,104
CC(=O)CC/C=C(\C)CCC=C(C)C,117,99,101,.,109,105,.,.
CCOC(=O)c1ncc(-c2ccc(C(F)(F)F)cc2)c(NCc2cc(C(F)(F)F)cc(C(F)(F)F)c2)n1,80,94,97,66,96,100,101,100
N#Cc1nc(-c2cc3ccccc3oc2=O)oc1NCCO,102,97,102,78,100,102,103,119
CS(=O)(=O)c1ccc(-n2nc(C(=O)Nc3ccc(S(N)(=O)=O)cc3)cc2-c2ccccc2)cc1,110,105,104,84,110,106,112,108
Cc1ccc(C2=Nn3c(nnc3-c3cc(Cl)cc(Cl)c3Cl)SC2)cc1C(N)=O,121,87,88,75,101,91,76,112
CN1CCN(c2cc(Nc3cc(C4CC4)[nH]n3)nc(Nc3ccc(CC(=O)NCc4cccc(F)c4)cc3)n2)CC1,-56*,46,24,37,24,18,-14*,34

# Gathered by group, the compounds so far with a cyano group.
SMILES,RXF 393,ACHN,SN12C,UO-31,SK-OV-3,786-0,IGROV1,TK-10
CN(C)c1ccc(/C=C/C#N)cc1,90,105,99,86,108,102,102,101
COc1ccc(-c2cc(-c3cccn3C)c(C#N)c3nnc(C)n23)cc1OC,101,106,96,79,95,96,92,131
N#CC(C#N)c1ccnc2ccccc12,99,87,97,91,102,96,105,92
N#Cc1ccc(NC(=O)Nc2ccc(Cc3ccc(NC(=O)Nc4ccc(C#N)cc4)cc3)cc2)cc1,51,31,29,.,69,49,30,48
CCOC(=O)/C(C#N)=C\Nc1ccc2ncnc(Nc3ccc(Cl)cc3Cl)c2c1,77,63,90,42,97,83,55,44
CCOC(=O)C1C(=O)N(c2ccccc2CC)C(=O)C(C#N)=C1c1ccc2c(c1)OCO2 (centres undefined),113,107,103,93,125,99,106,104
N#Cc1nc(-c2cc3ccccc3oc2=O)oc1NCCO,102,97,102,78,100,102,103,119

# (more compounds)
SMILES,RXF 393,ACHN,SN12C,UO-31,SK-OV-3,786-0,IGROV1,TK-10
Cc1c(O)c(=O)ccn1-c1ccc(N)cc1,99,112,95,89,115,102,103,103
COc1ccc(C2CC(=O)c3c(O)cc(O)cc3O2)cc1O (centres undefined),123,108,106,110,113,105,140,112
CC1CCCC12NC(=O)NC2=O (centres undefined),121,107,104,82,110,105,98,123
CC(=O)Nc1ccc(/C=C(\C#N)c2ccc([N+](=O)[O-])cc2)cc1,102,97,111,74,95,95,101,96
CC(C)CC(NC(=O)C(Cc1c[nH]c2ccccc12)NC(=O)OC(C)(C)C)C(=O)NN (centres undefined),.,100,107,107,107,100,113,116
O=C(NNc1nc2cc(F)cc(F)c2n2cccc12)c1ccncn1,19,12,20,17,.,7.8*,15,10
CN1CCN(CCCCN2C(=O)COc3ccccc3C2=O)CC1,113,111,100,88,103,106,107,98
COc1ccc(C(=O)c2sc3nc(-c4cc(OC)ccc4OC)cc(-c4ccc(OC)cc4)c3c2N)cc1,108,98,88,94,88,93,92,103
CCOC(=O)C(Cc1c[nH]c2cc(N)ccc12)(NC(C)=O)C(=O)OCC,116,99,89,87,112,106,118,95
O=C(CN1CCN(Cc2ccc([N+](=O)[O-])cc2)CC1)Nc1nc(-c2cc3ccccc3oc2=O)cs1,107,102,98,86,108,92,99,119
CC(COc1ccccc1)N(CCCl)Cc1ccccc1 (centres undefined),103,92,102,73,104,91,79,98
NS(=O)(=O)c1ccc(Nc2nc(N/N=C/c3ccccn3)nc(Nc3ccccc3)n2)cc1,-74*,18,2.7*,17,-31*,8.5*,-30*,2.6*
NS(=O)(=O)c1cc2c(cc1Cl)NCNS2(=O)=O,111,106,89,93,104,104,103,.
CC1=C(C)CC2C(=O)OC(=O)C2C1 (centres undefined),101,108,99,93,108,108,111,104
CCCCc1cccc(OC)c1OCc1ccccc1,94,97,52,85,96,90,78,96
CC1CC(=O)CC(C)(C#N)C1 (centres undefined),115,106,106,97,101,105,110,108
C=CCOC(=O)c1ccccc1C(=O)OCC1CO1 (centres undefined),127,99,100,.,111,105,.,111
O=C1c2ccccc2-c2nc3ccccc3n21,137,104,104,122,91,153,.,135
CC1=C(/C=C/C(C)=C/C=C/C(C)=C/C(=O)O)C(C)(C)CCC1,91&90&94,95&99&95,74&85&81,87&64&81,101&90&72,102&86&97,76&96&100,109&99&101
O=CN(SSN(C=O)C1CCCCC1)C1CCCCC1,12,105,100,61,113,105,100,106
Nc1cc(-c2nc3sccn3c2-c2ccnc(NCCCNS(=O)(=O)c3ccc(F)cc3)n2)ccc1F,52,32,49,31,74,61,40,98
Brc1cc(-c2cc(-c3ccc4c(c3)OC=CO4)[nH]n2)cs1,94,94,99,71,86,106,66,192

# Screening results as filed in PubChem BioAssay.

# Rows are unselected; overall some 9.6% were active at least once.
